Screens as filed in PubChem BioAssay.
Anthrax LF prot – inhibitors of Bacillus anthracis lethal factor protease; P15917; multiplex microsphere protease cleavage assay, LF; inhibition, % at 10 µM; 360,000 compounds, 0.12% hits; AID 588501; further: plate controls were buffer without enzyme for full effect and enzyme alone for no effect
Mtb BioA inh – BioA (M. tuberculosis) enzyme inhibition; purified M. tuberculosis BioA enzyme, plate reader; inhibition, % at 9.99 µM; 360,000 compounds, 0.096% hits; in the data active means inhibition above about 40%; inconclusive means no clear call, values can overlap the other calls
FBA Mtb inh – inhibitors of M. tuberculosis fructose-bisphosphate aldolase; P9WQA3; purified M. tuberculosis FBA, fluorescence read-out; inhibition, % at 1 µM; 360,000 compounds, 2.3% hits; AID 588726; in the data active means inhibition above about 27%;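 further: 0% = vehicle and 100% = reference inhibitor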
Target sequence (P9WQA3 whole entry, looked up): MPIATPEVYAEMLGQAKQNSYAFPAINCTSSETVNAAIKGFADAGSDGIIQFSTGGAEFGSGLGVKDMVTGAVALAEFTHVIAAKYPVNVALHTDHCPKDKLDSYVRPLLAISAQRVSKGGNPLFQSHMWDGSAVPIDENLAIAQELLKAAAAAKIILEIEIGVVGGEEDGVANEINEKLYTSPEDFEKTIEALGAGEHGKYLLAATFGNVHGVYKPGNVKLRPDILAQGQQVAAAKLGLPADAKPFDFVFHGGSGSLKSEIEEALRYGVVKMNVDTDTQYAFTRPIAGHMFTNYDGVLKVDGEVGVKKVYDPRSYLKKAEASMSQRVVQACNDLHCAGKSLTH
PfHsp40 rescue – rescue of PfHsp40-mediated yeast toxicity; growth rescue, % at 12.5 µM; S. cerevisiae expressing PfHsp40, growth rescue, ATP luminescence; 340,000 compounds, 0.68% hits; AID 504582; in the data active means growth rescue above about 28%, passing the limit was not always enough; inconclusive means no clear call, values can overlap the other calls;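 further: yeast W303a lacking pdr1 and pdr3 grown in galactose medium; growth measured after three days at 30 °C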
BoNT-A LC inh2 – inhibitors of Botulinum neurotoxin A light chain protease. multiplex microsphere protease substrate cleavage, flow cytometry. inhibition, % at 10 µM. 360,000 compounds, 0.17% hits. AID 588499; further: plate controls were buffer without enzyme for full effect and enzyme alone for no effect
GDH-TPI counter – counter-screen for M. tuberculosis FBA inhibitors: GDH-TPI coupled enzymes; AID 588335; 360,000 compounds, 1.2% hits; GDH-TPI coupled enzyme counterscreen, NADH absorbance; inhibition, % at 4.8 µM; in the data active means inhibition above about 30%;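 further: 0% = DMSO wells and 100% = wells lacking the enzyme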
FadD28 binding – inhibitors of Mycobacterium tuberculosis FadD28 bisubstrate binding; FadD28 bisubstrate probe binding, fluorescence polarization; inhibition, % at 12.5 µM; 360,000 compounds, 0.22% hits; in the data active means inhibition above about 8.5%, passing the limit was not always enough; inconclusive means no clear call, values can overlap the other calls
BoNT-F LC inh – BoNT F light chain protease inhibition; Multiplex microsphere protease cleavage assay, flow cytometry; inhibition, % at 10 µM; 360,000 compounds, 0.22% hits; in the data active means inhibition above about 35%, passing the limit was not always enough; inconclusive means no clear call, values can overlap the other calls; further: plate controls were buffer without enzyme for full effect and enzyme alone for no effect
UGM FP inh – inhibitors of M. tuberculosis UDP-galactopyranose mutase; P9WIQ1; purified UGM, fluorescence polarization probe displacement; inhibition, % at 10 µM; 320,000 compounds, 0.06% hits; in the data active means inhibition above about 10%, passing the limit was not always enough; inconclusive means no clear call, values can overlap the other calls
Target sequence (P9WIQ1 whole entry, looked up): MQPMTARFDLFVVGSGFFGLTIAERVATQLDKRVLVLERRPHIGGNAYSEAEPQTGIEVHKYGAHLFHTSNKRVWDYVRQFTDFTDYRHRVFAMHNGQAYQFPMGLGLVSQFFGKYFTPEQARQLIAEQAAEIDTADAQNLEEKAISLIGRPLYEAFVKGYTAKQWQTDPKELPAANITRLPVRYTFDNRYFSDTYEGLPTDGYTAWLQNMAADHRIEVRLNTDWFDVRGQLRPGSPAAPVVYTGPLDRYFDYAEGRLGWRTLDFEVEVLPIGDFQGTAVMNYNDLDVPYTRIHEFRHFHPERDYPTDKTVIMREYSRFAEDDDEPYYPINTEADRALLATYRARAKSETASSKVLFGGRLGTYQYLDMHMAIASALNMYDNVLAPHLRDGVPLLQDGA
Starred values were filed as active, the others as inactive; ? = inconclusive; / = not tested or not shown. Unless noted, no stated cut-off is given here; in the data, active means inhibition above about 30%; inconclusive means no clear call, values can overlap the other calls; inactive means below that.

Molecule	FBA Mtb inh	PfHsp40 rescue	GDH-TPI counter	Mtb BioA inh	FadD28 binding	BoNT-A LC inh2	BoNT-F LC inh	UGM FP inh	Anthrax LF prot
COc1cccc(CNc2ncn[nH]2)c1OCc1ccc(F)cc1	-2	-1.3	-3	/	-1.8	0.7	-1	-2.3	-4
COC(=O)c1cn(CC(=O)NCc2ccco2)c2ccccc12	0	0.2	-2	0.2	-2.1	0.1	1	-1.2	-2
C=CCN(c1ccccc1Cl)S(=O)(=O)c1cccc(C(=O)OCC(=O)N(C)C2CCS(=O)(=O)C2)c1 (stereo unspecified)	2	2.0	11	2.4	-3.7	0.3	-1	1.3	-2
CC1(C)CC(=O)c2c(nn(-c3ccccc3)c2-c2ccncc2)C1	-3	-0.3	8	-2.1	0.3	?	-3	2.5	1
O=C(CN1CC(c2ccccc2)CC1=O)OCc1ccccc1F (stereo unspecified)	1	1.1	6	3.2	-1.1	-1.3	-10	-1.2	-5
COc1ccc(NC(=O)CN(C)C(=O)c2ccc(-c3ccccc3Cl)o2)cc1	-3	3.6	4	0.6	-3.7	/	/	2.8	/
Cn1c(SCC(=O)N2CCCC2)nc2ccccc21	3	-1.1	-3	/	0.9	-0.2	0	1.6	4
COc1ccc(CCNC(=O)COc2ccc3c(c2)OCO3)cc1	0	-0.8	1	0.2	0.9	/	/	2.8	/
O=C(/C=C/c1cccs1)c1cc(Cl)ccc1OC(=O)N1CCOCC1	-1	0.1	23	0.2	-2.1	1.6	13	-3.4	-1
CCOc1ccc(NC(=O)Cn2nnc(C(=O)NCc3ccc(OC)cc3)c2N)cc1	-1	-0.1	-3	-0.9	-3.7	-0.7	-1	0.3	-1
O=C1NC(=S)N(C2CC2)C(=O)/C1=C/c1ccc2c(c1)CCN2CCCCl	3	63*	6	-0.6	2.4	2.5	-6	-1.0	2
C=CCNCCCOc1ccc(Cl)cc1Br	-1	-1.3	5	-0.3	-4.9	-0.4	-4	-3.2	-1
CN1C(=O)CC(N2CCN(CC(=O)N3CCCC3)CC2)C1=O (stereo unspecified)	1	-1.7	-7	-1.8	-0.1	0.9	1	-0.5	2
CCOP(=O)(NC(c1ccccc1)c1nc2ccccc2[nH]c1=O)OCC (stereo unspecified)	15	7.2	20	-0.4	-0.9	-0.5	3	-0.4	-2
CCCCN(CCCC)CC1OCc2ccccc2CO1	-2	1.4	3	2.2	-3.9	-0.7	-1	-1.4	2
CC(C)CN(C(=O)c1cc([N+](=O)[O-])cc([N+](=O)[O-])c1)C1CCS(=O)(=O)C1 (stereo unspecified)	-1	0.6	6	1.1	-1.6	0.2	3	-0.2	2
O=C(O)CCC(=O)Nc1ccccc1C(=O)N1CCN(c2ccc(Cl)cc2)CC1	0	-0.9	-5	/	-5.1	0.5	0	1.0	-2
C/C(=C\c1ccc(N)cc1)c1nc2ccccc2[nH]1	1	-0.9	16	0.7	-0.7	-1.1	-20	-1.6	1
CCN(CC)C(=O)CN(C#N)c1nc(Cl)nc(N(C)C)n1	-2	0.0	-2	/	-0.6	-0.1	0	3.0	8
CCn1c(C)nc2cc(C(=O)N/N=C(\C)c3ccccc3O)ccc21	-1	-0.3	11	/	-0.7	-0.6	1	1.2	-2
C[C@@H]1NC(=O)c2cc([N+](=O)[O-])cc(F)c2NCCC[C@@H](C(N)=O)NC(=O)[C@H](CC(N)=O)NC1=O	0	-1.3	19	-1.2	-5.9	0.0	-2	-2.2	6
COC(=O)COc1ccc(NC(=O)C(c2ccccc2)c2ccccc2)cc1	2	-0.9	2	-1.3	-2.9	-2.2	19	1.2	9
O=C(/C=C/c1ccc(F)cc1)NC(=S)Nc1ccccc1C(=O)NC1CCCCC1	1	-1.4	1	/	1.3	0.9	1	-5.5	-1
Cc1cccc(C)c1N=Cc1c(O)n(-c2nccs2)c(=O)c2ccccc12	-1	0.1	18	-0.2	-3.0	-1.4	-6	0.3	0
O=C(c1ccc(CNS(=O)(=O)c2ccccc2)cc1)N1CCN(c2ccccn2)CC1	4	-0.2	-4	1.2	-2.7	-0.1	-15	1.7	-6

Molecule	FBA Mtb inh	PfHsp40 rescue	GDH-TPI counter	Mtb BioA inh	FadD28 binding	BoNT-A LC inh2	BoNT-F LC inh	UGM FP inh	Anthrax LF prot
Cc1ccc2[nH]c(C)c(CCNC(=O)c3cc4cc([N+](=O)[O-])ccc4oc3=O)c2c1	-2	-0.9	9	4.2	0.0	-0.3	-5	1.9	-2
CC(Sc1nc2ccccc2c(=O)n1Cc1ccco1)C(=O)c1ccccc1 (stereo unspecified)	2	0.6	12	/	1.0	-0.5	-12	2.1	-5
Cc1ccccc1NC(=O)CSc1nc2ccccc2c2nc(CCn3cncc3C)nn12	2	-1.2	-1	-0.6	-1.6	0.5	0	-2.0	-1
O=S(=O)(Cc1ccco1)Cc1nc(-c2ccc(Cl)cc2)cs1	0	/	-3	1.7	-1.2	/	/	0.8	/
COc1ccc(NC(=O)c2ocnc2C)cc1OC	-1	0.2	8	2.7	0.9	-0.4	2	1.8	-1
c1cncc(-c2nnc3n2N=C(c2cccs2)CS3)c1	2	-1.6	19	0.3	-2.1	-0.2	-13	-2.2	8
COc1ccc(C2=CC(=O)N(Nc3ccccc3)C2=O)cc1	2	/	10	-1.0	-1.0	-0.1	3	-1.2	-9
COc1cc(C#Cc2ccc3cc(C(C)(C)O)oc(=O)c3c2)cc(OC)c1	12	-0.1	28	-1.2	-3.1	0.2	-5	-1.9	6
O=C(COC(=O)[C@H](Cc1c[nH]c2ccccc12)NC(=O)c1ccc(Cl)cc1)Nc1ccc2c(c1)OCO2	-2	-0.6	-1	-0.5	-5.1	3.4	2	0.6	-3
COc1ccc(C(=O)Nc2ccc(O)cc2C(=O)O)cc1	-2	-0.9	-1	/	-0.3	-0.4	0	-3.4	-6
Cc1c(-c2ccccc2)nc(-c2ccccc2)[nH]c1=O	1	-1.7	9	/	-1.9	0.1	3	2.7	1
CC1=C(C(=O)Nc2ccc(F)cc2)C(c2cccc(C)c2)n2nc(CCCO)nc2N1 (stereo unspecified)	3	-0.5	4	3.2	-0.4	0.2	-5	6.5	-2
Cc1ccc(OCCOC(=O)CCc2nc3ccccc3c(=O)[nH]2)cc1	2	-0.4	5	-2.0	0.2	-0.4	-2	1.1	0
COC(=O)c1ccccc1NC(=O)c1ccc(NC(=O)C2CCCO2)cc1 (stereo unspecified)	1	1.3	6	0.0	-1.4	0.3	-2	0.6	-3
CC(=O)Nc1ccc(NC(=O)C2CC(=O)N=C(N)S2)cc1 (stereo unspecified)	4	0.5	-7	-0.7	-2.5	0.0	-4	1.9	-9
COC(=O)c1c(C)[nH]c(C(=O)C(C)OC(=O)C2CC(=O)N(CCc3ccccc3)C2)c1C (stereo unspecified)	-1	0.3	4	3.0	-3.1	-1.2	-19	-2.0	-10
O=C(Nc1ccccc1)C1Cc2c(-c3cccc(F)c3)ccnc2O1 (stereo unspecified)	0	/	1	2.9	-1.4	0.2	-1	/	-1
CN(C)CCN(C(=O)c1ccc(Br)s1)c1nc2cc3c(cc2s1)OCCO3	0	0.5	1	-0.3	1.2	-0.6	2	1.7	3
Cc1ccc(CNC(=O)C2CCCN(C(=O)N(C)C)C2)cc1 (stereo unspecified)	2	0.2	11	-1.0	1.6	-0.4	-7	2.5	-2
COc1ccc(-c2nc(C#N)c(NC(C)C)o2)cc1	190*	-0.1	6	-5.4	1.9	-1.7	-8	0.8	-2
O=C1c2ccccc2C(=O)N1CCCCSc1nc2ccccc2c(=O)n1CCCN1CCOCC1	-1	0.9	-4	/	-6.5	0.3	-2	1.2	-6
CSCC[C@H](NC(=O)CCCn1nnc2ccccc2c1=O)C(=O)O	1	22	2	/	-2.9	-0.9	-6	-0.6	-7
COc1cc(NS(=O)(=O)c2ccc(NC(=S)NC(=O)c3sc4ccccc4c3Cl)cc2)nc(OC)n1	0	-0.6	9	0.1	-16	6.3	34	-1.5	1
CN(C)S(=O)(=O)c1cccc(CNCC2COc3ccccc3O2)c1 (stereo unspecified)	-2	0.0	-8	-0.1	0.2	-2.5	4	-0.3	1
CCOC(=O)c1sc(Nc2ccc(C)cc2C)nc1C	-12	2.8	6	-0.8	-5.1	-1.0	21	4.1	-2

Molecule	FBA Mtb inh	PfHsp40 rescue	GDH-TPI counter	Mtb BioA inh	FadD28 binding	BoNT-A LC inh2	BoNT-F LC inh	UGM FP inh	Anthrax LF prot
COc1ccc(CCNC(=O)CSc2nc3scc(-c4ccccc4)c3c(=O)[nH]2)cc1	5	-0.9	-2	-4.9	2.0	-5.9	-11	1.0	-2
O=C(COc1ccccc1Cl)NNC(=O)c1ccc(-n2cncn2)c([N+](=O)[O-])c1	-1	0.4	-1	-1.5	-1.6	0.0	5	-1.3	3
COc1cccc2cc(C(=O)N(Cc3cccs3)CC3CCCO3)c(=O)oc12 (stereo unspecified)	1	-0.9	9	/	-2.1	-0.8	-6	-2.6	3
CCCC(=O)Nc1cc(C)c(NC(=O)C23CC4CC(CC(C4)C2)C3)cn1	2	-0.2	9	-3.4	-1.5	-6.0	-114	-0.6	-5
O=C(NCc1cccc(C(F)(F)F)c1)c1cccc(Cl)c1Cl	0	3.0	8	/	0.2	-0.6	-8	-1.1	0
Cc1ccc(NC(=O)c2ccc(OCc3c(C)noc3C)cc2)nc1	0	0.6	-1	-1.4	-3.0	-40	-68	-1.3	-11
CCN(CC(=O)Nc1ccccc1C(F)(F)F)C(=O)CCc1nc2sc3c(c2c(=O)[nH]1)CCCC3	2	-0.6	5	-1.8	0.2	4.0	2	1.2	0
COc1ccccc1CNS(=O)(=O)c1cccc(S(=O)(=O)N2CCOCC2)c1	4	-1.8	0	-3.3	2.0	-0.2	-23	2.4	-2
CCN1CCN(C(=O)/C=C/c2ccc(OC)cc2)CC1	-1	-1.2	11	-1.1	1.0	-2.9	10	0.0	1
COc1cccc(NC(=O)/C=C/c2ccco2)c1	0	-3.7	19	/	-0.6	-0.4	-2	0.2	-6
COc1cccc(CNCCOCCO)c1OC	-4	-0.3	-8	-0.2	-3.3	-0.5	-8	-1.3	-6
Cc1nc(Nc2nc3c(c(=O)[nH]2)CCC3)nc2ccccc12	3	0.7	-11	-3.1	0.8	-0.5	-5	-2.4	-2
